High-throughput results: PubChem BioAssay, several laboratories
RmlCD inh 1536: blocks M. tuberculosis RmlC and RmlD coupled enzymes; P9WH09+P9WH11; inhibition, % at 3.6 µM; AID 1533; RmlC+RmlD coupled enzyme assay, percent inhibition; primary screen in compound mixtures; 160,000 tested, 0.03% active; in the data active = inhibition mostly above about 34%, no sharp cut-off; inconclusive = no clear call, values can overlap the other calls; inactive = mostly below about 22%; note: some results filed as inactive read as strong as hits
Target sequence (P9WH09 whole entry, looked up): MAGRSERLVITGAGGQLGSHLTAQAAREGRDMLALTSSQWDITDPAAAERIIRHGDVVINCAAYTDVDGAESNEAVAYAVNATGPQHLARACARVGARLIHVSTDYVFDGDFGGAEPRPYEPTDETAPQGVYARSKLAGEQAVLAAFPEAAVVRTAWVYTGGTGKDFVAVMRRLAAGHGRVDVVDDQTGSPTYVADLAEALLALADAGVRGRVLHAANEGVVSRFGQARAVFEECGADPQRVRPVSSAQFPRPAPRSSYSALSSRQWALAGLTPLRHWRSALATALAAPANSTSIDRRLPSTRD
Target sequence (P9WH11 whole entry, looked up): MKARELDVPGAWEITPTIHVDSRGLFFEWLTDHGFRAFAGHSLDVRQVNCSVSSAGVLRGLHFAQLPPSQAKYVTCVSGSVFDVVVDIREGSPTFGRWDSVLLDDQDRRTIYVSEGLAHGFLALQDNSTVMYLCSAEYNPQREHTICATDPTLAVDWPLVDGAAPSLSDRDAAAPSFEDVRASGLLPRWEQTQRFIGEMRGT
M. tuberculosis GlmU: inhibition of mycobacterial GlmU enzyme – biochemical, glucosamine-1-phosphate acetyltransferase (AID 1376); one-dose inhibition, %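 (tested at 30 µM in the primary screen)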; IC50 in µM for titrated hits; 220,000 tested, 0.25% active; M. tuberculosis GlmU acetyltransferase enzyme assay; higher % means a stronger effect; in the data active = inhibition above about 13%; inconclusive = no clear call, values can overlap the other calls;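 note: 0% = complete reaction with vehicle and 100% = reaction without substrate; strong numbers were not always called active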
Starred values were filed as active, the others as inactive. An excerpt (hit frequency here may not be typical).

How did Cc1cc(C)n(CC(=O)N/N=C/c2cccc([N+](=O)[O-])c2)n1 do in these assays?
RmlCD inh 1536: -3; M. tuberculosis GlmU: -2.0%

What do the screens show for `O=C1OC(Cc2ccccn2)C(O)=C1C1=NCCCCN1` (configuration not stated)?
RmlCD inh 1536: 9; M. tuberculosis GlmU: -4.6%

What do the screens show for `CC1CCN(C(=O)c2ccc(S(=O)(=O)N(C)C)cc2)C(C)C1` (configuration not stated)?
M. tuberculosis GlmU: 0.2%

What do the screens show for `S=C(Nc1cccc(Cl)c1Cl)Nn1cnnc1`?
RmlCD inh 1536: inconclusive; M. tuberculosis GlmU: 1.8%

What do the screens show for `CC1CCN(S(=O)C23CC4CC(CC(C4)C2)C3)CC1` (configuration not stated)?
RmlCD inh 1536: 10; M. tuberculosis GlmU: 2.2%

How did CCOc1ccc(C(=O)N/N=C/c2cccc3cccnc23)cc1 do in these assays?
RmlCD inh 1536: 15; M. tuberculosis GlmU: 5.5%

How did FC(F)(F)c1ccccc1NC(=S)N1CCN(Cc2ccc3c(c2)OCO3)CC1 do in these assays?
RmlCD inh 1536: 5; M. tuberculosis GlmU: -0.8%

How did Cc1ccc(S(=O)(=O)NC2CCCCC2)c2nsnc12 do in these assays?
RmlCD inh 1536: -10; M. tuberculosis GlmU: -1.4%

How did O=C(Nc1ccc(F)cc1)c1ccc(-n2ccnc2)nc1 do in these assays?
M. tuberculosis GlmU: -2.4%

Results for O=C(CC1NCCNC1=O)Nc1ccc2c(c1)OCO2 (configuration not stated) ?
RmlCD inh 1536: -8; M. tuberculosis GlmU: -3.8%

What do the screens show for `O=C(NCc1ccccc1)c1cc(=O)c2ccccc2o1`?
M. tuberculosis GlmU: -3.8%

How did COc1ccc(-n2c(CNC(=O)COc3ccc(Cl)cc3Cl)n[nH]c2=S)cc1 do in these assays?
RmlCD inh 1536: -2

Results for C=CCn1c(C)c(C(C)=O)c(SC)nc1=S ?
RmlCD inh 1536: -3; M. tuberculosis GlmU: 0.9%

What do the screens show for `COc1ccc(OCC(=O)O/N=C(\N)c2ccc(OC)c(OC)c2)cc1`?
RmlCD inh 1536: -10; M. tuberculosis GlmU: 1.2%

Results for COC(=O)c1cccc(-c2ccc(/C=N/N3C(=O)C4C5C=CC(C6CC56)C4C3=O)o2)c1 (configuration not stated) ?
M. tuberculosis GlmU: 5.1%

The list goes on; it opens with the two that closed the last part.
What do the screens show for `COc1ccc(OCC(=O)O/N=C(\N)c2ccc(OC)c(OC)c2)cc1`?
RmlCD inh 1536: -10; M. tuberculosis GlmU: 1.2%

Results for COC(=O)c1cccc(-c2ccc(/C=N/N3C(=O)C4C5C=CC(C6CC56)C4C3=O)o2)c1 (configuration not stated) ?
M. tuberculosis GlmU: 5.1%

What do the screens show for `CN(C)c1cccc(C(=O)NC2CCCCCC2)c1`?
RmlCD inh 1536: 0; M. tuberculosis GlmU: -0.1%

How did COc1cc2nc(COc3ccc(C#N)cc3)n(CC#N)c(=O)c2cc1OC do in these assays?
RmlCD inh 1536: 38; M. tuberculosis GlmU: 2.3%

Results for CC1(C)CC(=O)C(C2=NC(C)(C)Cc3ccccc32)=C(O)C1 ?
M. tuberculosis GlmU: -3.1%

Results for NC(=O)COc1c(-c2ccccc2)oc2ccccc2c1=O ?
RmlCD inh 1536: -3; M. tuberculosis GlmU: -3.9%

Results for C/C(=N/N=C1/NC(=O)CC(C(=O)O)S1)c1ccccc1 (configuration not stated) ?
RmlCD inh 1536: -1; M. tuberculosis GlmU: -6.5%

What do the screens show for `O=C(O)CCC(=O)NNC(=O)CCC1CCCCC1`?
M. tuberculosis GlmU: -2.9%

Results for CC1CCCN(S(=O)(=O)c2ccc(C(=O)Nc3nnc(-c4ccccc4Cl)o3)cc2)C1 (configuration not stated) ?
RmlCD inh 1536: -5; M. tuberculosis GlmU: -3.3%

What do the screens show for `CC1=C(C#N)C(c2ccc(O)cc2)C2=C(CCCC2=O)N1` (configuration not stated)?
RmlCD inh 1536: -22; M. tuberculosis GlmU: -1.3%

Results for COc1ccc(-c2[nH]ncc2CN(C)CC2CCCCO2)cc1F (configuration not stated) ?
RmlCD inh 1536: -6; M. tuberculosis GlmU: 1.0%

Results for Cc1onc(-c2ccccc2)c1C(=O)N/N=C/C=C/c1ccccc1 ?
RmlCD inh 1536: -11; M. tuberculosis GlmU: 0.9%

What do the screens show for `COc1cc(NC(=O)c2cc3nc(C4CC4)cc(C(F)(F)F)n3n2)c(OC)cc1Cl`?
RmlCD inh 1536: 1

What do the screens show for `O=[N+]([O-])c1ccccc1S(=O)(=O)Oc1ccc(/C=N/n2cnnc2)cc1`?
RmlCD inh 1536: -11; M. tuberculosis GlmU: 3.1%

What do the screens show for `CSc1nc(N)nc(C2CC2)n1`?
RmlCD inh 1536: 7; M. tuberculosis GlmU: 4.0%

How did CCC1SC(CC)C(=O)N(CC(=O)Nc2ccc3c(c2)OCO3)C1=O (configuration not stated) do in these assays?
RmlCD inh 1536: 24; M. tuberculosis GlmU: -0.7%

What do the screens show for `COC(=O)Cc1ccc(NC(=S)NN2CCOCC2)cc1`?
RmlCD inh 1536: -10; M. tuberculosis GlmU: 1.2%

What do the screens show for `O=C(N/N=C/C=C/c1ccccc1[N+](=O)[O-])c1cc(-c2cccnc2)nc2ccccc12`?
M. tuberculosis GlmU: -3.0%

How did C/C(=N\OC(=O)c1ccccc1F)c1nccs1 do in these assays?
RmlCD inh 1536: 7; M. tuberculosis GlmU: -3.3%

Results for COc1ccc(NC(=O)Cn2cc(C(=O)c3ccco3)c3ccccc32)cc1 ?
M. tuberculosis GlmU: 4.6%

How did CC(C)(CO)CNC(=O)c1ccc(OC2CCN(C(=O)C3CC3)CC2)cc1 do in these assays?
RmlCD inh 1536: -6; M. tuberculosis GlmU: 3.0%

How did Cc1csc2c(N3CCN(C(=O)NC(C)(C)C)CC3)ncnc12 do in these assays?
RmlCD inh 1536: -9; M. tuberculosis GlmU: 1.6%

What do the screens show for `Cc1ccc(-n2ncc3c(=O)[nH]c(SCC(=O)N4CCC(C)CC4)nc32)cc1C`?
RmlCD inh 1536: 6; M. tuberculosis GlmU: 8.2%

How did O=C(O)CC(NC(=O)C(c1ccccc1)c1ccccc1)c1cccc([N+](=O)[O-])c1 (configuration not stated) do in these assays?
RmlCD inh 1536: 9; M. tuberculosis GlmU: 2.3%

How did CCn1cc(C(=O)c2cccs2)c2ccccc21 do in these assays?
M. tuberculosis GlmU: -1.7%

What do the screens show for `O=C(CN1C(=O)NC(c2ccccc2)(c2ccccc2)C1=O)Nc1ccc2[nH]c(=O)[nH]c2c1`?
M. tuberculosis GlmU: -3.9%

Results for CCCOc1ccc(CCC(=O)N/N=C/c2ccc([N+](=O)[O-])o2)cc1 ?
RmlCD inh 1536: -1; M. tuberculosis GlmU: 0.7%

Results for O=C(O)C1C2CCC(C2)C1C(=O)NCCC1=CCCCC1 (configuration not stated) ?
RmlCD inh 1536: -11; M. tuberculosis GlmU: 1.6%

Results for OCc1nc2ccccc2n1/N=C/c1cccs1 ?
RmlCD inh 1536: 1; M. tuberculosis GlmU: 2.3%

How did Cc1cc(NC(=O)C(C)C)ncc1NC(=O)CCc1ccccc1 do in these assays?
RmlCD inh 1536: 19; M. tuberculosis GlmU: 2.0%

How did COc1ccccc1N(CC(O)Cn1c(C)nc2ccccc21)S(=O)(=O)c1ccccc1 (configuration not stated) do in these assays?
RmlCD inh 1536: -6; M. tuberculosis GlmU: -1.5%

What do the screens show for `CCCn1c(SCC(=O)Nc2cccc(Cl)c2Cl)n[nH]c1=O`?
RmlCD inh 1536: -6; M. tuberculosis GlmU: 5.2%

Overlap with the part before: 4 entries; new compounds follow.
Results for OCc1nc2ccccc2n1/N=C/c1cccs1 ?
RmlCD inh 1536: 1; M. tuberculosis GlmU: 2.3%

How did Cc1cc(NC(=O)C(C)C)ncc1NC(=O)CCc1ccccc1 do in these assays?
RmlCD inh 1536: 19; M. tuberculosis GlmU: 2.0%

How did COc1ccccc1N(CC(O)Cn1c(C)nc2ccccc21)S(=O)(=O)c1ccccc1 (configuration not stated) do in these assays?
RmlCD inh 1536: -6; M. tuberculosis GlmU: -1.5%

What do the screens show for `CCCn1c(SCC(=O)Nc2cccc(Cl)c2Cl)n[nH]c1=O`?
RmlCD inh 1536: -6; M. tuberculosis GlmU: 5.2%

How did CCOC(=O)c1cc(-c2ccc(F)cc2)n(CC(=O)NCc2ccccn2)c1C do in these assays?
RmlCD inh 1536: 5; M. tuberculosis GlmU: 3.7%

What do the screens show for `O=c1cc(CSc2nnc(-c3ccco3)o2)c2ccccc2[nH]1`?
M. tuberculosis GlmU: -2.1%

Results for COc1ccc(S(=O)(=O)N(C)c2ccc(C(=O)NCCC(C)C)cc2)cc1 ?
RmlCD inh 1536: -47; M. tuberculosis GlmU: 0.3%

What do the screens show for `CCOC(=O)C(C)C1(O)c2ccccc2-c2ncccc21` (configuration not stated)?
RmlCD inh 1536: 22; M. tuberculosis GlmU: 4.1%

What do the screens show for `CCOC(=O)N1CCN(CC(=O)c2c[nH]c3ccc(F)cc23)CC1`?
RmlCD inh 1536: 2; M. tuberculosis GlmU: 1.1%

Results for CC(NC(=O)Cc1ccsc1)c1ccc(S(N)(=O)=O)cc1 (configuration not stated) ?
RmlCD inh 1536: -6; M. tuberculosis GlmU: 0.3%

How did Cc1c(Cl)cccc1N(CC(=O)N1CCCCCC1)S(C)(=O)=O do in these assays?
RmlCD inh 1536: -8; M. tuberculosis GlmU: -1.7%

Results for O=C(c1ccc2c(c1)OCO2)C1CCCN(C(=O)Nc2ccc(F)cc2F)C1 (configuration not stated) ?
RmlCD inh 1536: 6; M. tuberculosis GlmU: 1.6%

What do the screens show for `O=C(CSc1ncnc2scc(-c3ccc(F)cc3)c12)c1ccc2c(c1)OCCO2`?
RmlCD inh 1536: 3; M. tuberculosis GlmU: 2.0%

Results for CN1CCN(C(=O)CSc2nc(-c3cccs3)ccc2C#N)CC1 ?
RmlCD inh 1536: 85; M. tuberculosis GlmU: -2.6%

How did CCOc1cccc2cc(C(=O)Nc3ccccc3-c3ccccc3)c(=O)oc12 do in these assays?
RmlCD inh 1536: 1; M. tuberculosis GlmU: 0.1%

What do the screens show for `CCCc1[nH][nH]c(=O)c1C(c1ccc(Cl)cc1)C(C#N)C#N` (configuration not stated)?
M. tuberculosis GlmU: -1.8%

How did C#CCOC(=O)CCCC(=O)NCCCCCCCC do in these assays?
RmlCD inh 1536: 12; M. tuberculosis GlmU: -3.4%

What do the screens show for `COC(=O)Nc1nnc(-c2ccccc2Cl)s1`?
M. tuberculosis GlmU: 5.7%

Results for CN(C)c1nc2c(c(=O)[nH]c(=O)n2C)n1Cc1ccccc1Br ?
RmlCD inh 1536: -9; M. tuberculosis GlmU: 3.4%

How did CCCC(c1nnnn1CC(=O)OCC)N(Cc1cc2ccc(C)cc2[nH]c1=O)C1CCCC1 (configuration not stated) do in these assays?
M. tuberculosis GlmU: 7.3%

Results for CCN(CC)S(=O)(=O)c1cccc(NC(=O)COc2ccc(C#N)cc2OC)c1 ?
RmlCD inh 1536: 3; M. tuberculosis GlmU: 0.6%

Results for CN(C1CCCCC1)S(=O)(=O)c1ccc(NC(=S)NC(=O)c2cccs2)cc1 ?
RmlCD inh 1536: 14; M. tuberculosis GlmU: 0.2%

How did CCCCCCCCCCSc1n[nH]c(NC(C)=O)n1 do in these assays?
M. tuberculosis GlmU: 0.2%

Results for Cc1cccc(NC(=O)C(=O)NCc2ccc3c(c2)OCO3)c1C ?
RmlCD inh 1536: 8; M. tuberculosis GlmU: -3.7%

What do the screens show for `O=C(O)[C@@H]1Cc2ccccc2N1`?
RmlCD inh 1536: -6; M. tuberculosis GlmU: 3.8%

How did Cn1nnc2cc(NC(=O)N3CCN(c4ccccn4)CC3)ccc21 do in these assays?
M. tuberculosis GlmU: -4.8%

How did O=C(O)c1cccc(NC(=S)NC(=O)c2ccncc2)c1 do in these assays?
RmlCD inh 1536: 4; M. tuberculosis GlmU: -1.9%

What do the screens show for `COCCNC(=O)CN(CCc1ccccc1)S(=O)(=O)c1ccc(OC)cc1`?
RmlCD inh 1536: -6; M. tuberculosis GlmU: 7.9%

What do the screens show for `COc1cccc(-n2c(Cc3cc(=O)[nH]c(=O)[nH]3)nnc2SCC(=O)N2CCCC2)c1`?
RmlCD inh 1536: 3; M. tuberculosis GlmU: -1.1%

How did CCCCNC(=O)CSc1nc2cc3c(cc2c(=O)n1CCC(=O)NCCc1ccc(OC)c(OC)c1)OCO3 do in these assays?
RmlCD inh 1536: -7; M. tuberculosis GlmU: -4.0%

How did COc1ccccc1NC(=O)CCSc1nnc(-c2ccco2)o1 do in these assays?
RmlCD inh 1536: 3; M. tuberculosis GlmU: -0.9%

Results for COCCn1c(=N)c(C(=O)NCc2ccco2)cc2c(=O)n3ccccc3nc21 ?
RmlCD inh 1536: -8; M. tuberculosis GlmU: 7.5%

What do the screens show for `O=C(O)CC(c1ccc(Cl)cc1)n1cccc1` (configuration not stated)?
RmlCD inh 1536: -6; M. tuberculosis GlmU: 2.9%

What do the screens show for `O=C(COC(=O)C1CC(=O)N(Cc2ccco2)C1)c1ccc(OC(=O)c2ccccc2)cc1` (configuration not stated)?
M. tuberculosis GlmU: -3.0%

Results for CCOc1ccc(-c2cc(C(=O)NN3CCN(C)CC3)c3cc(Cl)ccc3n2)cc1 ?
RmlCD inh 1536: 9; M. tuberculosis GlmU: 3.5%

How did O=C(CCN1C(=O)COc2ccccc21)NCCCN1CCN(c2ccc(F)cc2)CC1 do in these assays?
RmlCD inh 1536: -11; M. tuberculosis GlmU: -2.8%

What do the screens show for `COc1ccc(C(=O)Nc2ccc(OCc3ccccc3)cc2)cc1[N+](=O)[O-]`?
M. tuberculosis GlmU: -0.9%

Results for COC(=O)C(CC(C(=O)OC)C(=O)OC)C(=O)OC ?
M. tuberculosis GlmU: -4.0%

What do the screens show for `CN(c1ccccc1C(=O)Nc1ccc(S(=O)(=O)N2CCCCC2)cc1)S(C)(=O)=O`?
RmlCD inh 1536: 8; M. tuberculosis GlmU: 0.2%
